Screens (PubChem BioAssay)
TPT1 inhibitor: blocks Candida albicans tRNA 2'-phosphotransferase; inhibition, % at 5 µM; 300,000 tested, 0.81% active; AID 1962; recombinant caTPT1, FP RNA substrate dephosphorylation;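 active means inhibition above the mean of all tested compounds plus 3 SD, set per screening campaign, cut at about 24% in these data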;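 further: plate controls were DMSO alone for no effect and ferristatin control at 100 nM for full effect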
PP5 primary: blocks human protein phosphatase 5 activity | P53041 | purified PP5c, OMFP substrate fluorescence | inhibition, % at 6.7 µM | 320,000 tested, 0.18% active | AID 1987;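 active means inhibition above the campaign's mean inhibition across all tested compounds plus 3 SD, cut at about 9.5% in these data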;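 further: 0% = DMSO only and 100% = 100 µM cantharidin control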
JMJD2C inh: human JMJD2C demethylase inhibition; AID 2099; 330,000 tested, 0.069% active; inhibition, % at 2.35 µM; GST-JMJD2C(1-420) H3K9me3 demethylation, DELFIA europium; Q9H3R0;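 active means more than half of a compound's replicate wells show inhibition beyond 50%, single wells judged on their own value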;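 further: signal counts dimethyl H3K9 product captured on neutravidin plate; 0% = median of DMSO wells and 100% = 0.3 times that DMSO median; strong numbers were not always called active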
Efflux pump inh: inhibitors of Candida antifungal efflux pumps expressed in yeast; S. cerevisiae Candida pump triplex, Nile Red efflux; inhibition, % at 10 µM; 330,000 tested, 0.44% active;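 active means plate passing quality check with inhibition over a set limit, or well fluorescence over plate mean plus 4 SD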;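 further: Nile Red retained in pooled yeast measured as flow cytometry median fluorescence; 0% = buffer negative control and 100% = Enniatin B positive control; higher means more Nile Red kept so more efflux inhibition; some compounds called inactive have numbers as strong as hits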
proCasp7 act: activates human procaspase-7, counter-screen for procaspase-3 activators; activation, % at 8.5 µM; 330,000 tested, 0.093% active; AID 463210; recombinant procaspase-7, Ac-DEVD-pNA absorbance 405 nm; D23A/D198A/D206A triple mutant, cannot self-cleave; scale: DMSO 0, 5 µM enzyme 100; P55210;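 active means percent activation above the screen-wide mean plus 3 SD, cut at about 25% in these data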
Target sequence (P55210 whole entry D23A/D198A/D206A): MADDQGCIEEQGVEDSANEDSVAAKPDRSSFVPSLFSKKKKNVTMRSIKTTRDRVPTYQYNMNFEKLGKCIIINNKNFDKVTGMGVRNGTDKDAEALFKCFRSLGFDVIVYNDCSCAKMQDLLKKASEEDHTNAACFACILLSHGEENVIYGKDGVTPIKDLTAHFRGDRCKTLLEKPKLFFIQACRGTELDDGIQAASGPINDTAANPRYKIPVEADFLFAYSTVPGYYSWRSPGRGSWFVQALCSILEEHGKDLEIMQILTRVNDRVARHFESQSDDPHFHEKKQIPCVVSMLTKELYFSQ
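Replicates: singlicate. Assay system: Procaspase-7 triple mutant (PC-7 D3A). Signal: 405 nm absorbance of p-nitroaniline. Times: 1 h preincubation, 2 h reaction. Buffer or medium: Zinc-free HEPES pH 7.4 with 300 mM NaCl, 0.01% Triton X-100. Also added: DEVD-pNA substrate. Benchmarks: DMSO wells as 0%, DMSO with 5 µM added PC-7 as 100%.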
proCasp3 act: procaspase-3 (human) activation; activation, % at 8.5 µM; 330,000 tested, 0.11% active; P42574; recombinant procaspase-3 D3A, Ac-DEVD-pNA absorbance 405 nm;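 active means activation above the mean of all tested compounds plus 3 SD, cut at about 21% in these data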;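 further: 0% = DMSO alone and 100% = DMSO wells spiked with extra 5 µM PC-3 D3A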
Target sequence (P42574 whole entry D9A/D28A/D175A): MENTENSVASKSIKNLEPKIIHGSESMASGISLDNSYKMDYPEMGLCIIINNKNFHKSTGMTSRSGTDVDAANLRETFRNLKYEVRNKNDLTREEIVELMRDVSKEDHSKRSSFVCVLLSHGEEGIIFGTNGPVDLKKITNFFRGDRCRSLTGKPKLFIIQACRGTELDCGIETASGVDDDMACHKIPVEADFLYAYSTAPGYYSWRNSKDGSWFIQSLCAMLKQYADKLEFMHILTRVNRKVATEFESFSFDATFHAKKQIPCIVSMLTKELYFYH
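Assay system – Procaspase-3 D3A mutant, all three cleavage aspartates alanine · Controls – DMSO-only low control, 5 µM PC-3 D3A high control · Schedule – 1 h compound preincubation, 2 h substrate hydrolysis at 25 °C · Signal – 405 nm absorbance of p-nitroaniline, reads at 0 and 120 min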
Fh CTSL1 inh: blocks F. hepatica cathepsin L1 in PFM18AAP counter-screen. recombinant F. hepatica cathepsin L1, Z-Leu-Arg-MCA fluorescence. inhibition, % at 5.96 µM. 300,000 tested, 0.49% active. AID 1906;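 active means inhibition above the mean of all tested compounds plus 3 SD, set per screening campaign, cut at about 17% in these data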;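 further: 0% = plate median of test compound wells and 100% = 1 µM Z-Phe-Ala-diazomethylketone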
PP1 counter: counter-screen for PP5 inhibitors: inhibitors of human PP1-alpha | purified PP1alpha, OMFP fluorescence | inhibition, % at 6.7 µM | 320,000 tested, 0.9% active | AID 2235;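 active means inhibition above the mean inhibition of all tested compounds plus 3 SD, computed separately for each screening campaign, cut at about 15% in these data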
Target sequence (P62136 whole entry, looked up): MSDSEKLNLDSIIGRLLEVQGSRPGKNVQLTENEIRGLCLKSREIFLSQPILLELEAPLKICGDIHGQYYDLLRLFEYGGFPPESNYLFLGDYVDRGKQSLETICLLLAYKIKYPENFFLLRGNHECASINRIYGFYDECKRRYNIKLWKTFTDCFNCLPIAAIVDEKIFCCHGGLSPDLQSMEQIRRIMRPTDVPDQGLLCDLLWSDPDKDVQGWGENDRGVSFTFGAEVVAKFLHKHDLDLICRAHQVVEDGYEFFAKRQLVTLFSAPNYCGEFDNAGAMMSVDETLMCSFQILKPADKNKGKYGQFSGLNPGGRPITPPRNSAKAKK
HCV core dimer: blocks dimerization of HCV core protein. inhibition, % at 5 µM. AID 1899. TR-FRET GST/Flag-core106 dimerization, 1536-well. 300,000 tested, 0.33% active;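 active means inhibition above the mean of all tested compounds plus 3 SD, set per screening campaign, cut at about 45% in these data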
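System – GST-tagged and Flag-tagged HCV core protein residues 1-106 · Repeats – one well for each compound · Technique – TR-FRET 671 and 617 nm emission · Doses – one concentration, 5 µM, in 0.5% DMSO · Times – 4 h, 22.5 °C incubation · Also added – Eu donor and XL665 acceptor anti-tag antibodies · Measure – percent inhibition of core106 dimerization signal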
* = called active by the depositor; . = not tested or not shown.

1. COc1cc2c(cc1NC(=O)c1ccc(C(C)(C)C)cc1)CCCC2
2. CC(C)(C)SCCNC(=O)c1ccc(CN2CCc3ccccc3C2)cc1
3. CCCCCCC(C)n1cc(C(C)=O)c(=O)[nH]c1=O (stereo not given)
4. CNC(=S)NNC(=O)c1sccc1OCc1ccccc1
5. Cc1cc(C)c(S(=O)(=O)N(C)CC(=O)NCc2ccccn2)c(C)c1
6. COc1ccc(OCc2nc3c4c(ncn3n2)-c2ccccc2CC42CCCC2)cc1
7. CC1(C)CC(N2CCN(C(c3ccccc3)c3ccccc3)CC2)=CC(=[N+]2CCCCC2)C1
8. CCN1CCN(Cc2ccc(NC(=O)c3cc(NC(=O)c4ccno4)cc(OC)c3)cc2C(F)(F)F)CC1
compound no.	1	2	3	4	5	6	7	8
TPT1 inhibitor	0	1	1	-1	0	2	-3	0
PP5 primary	2.7	1.4	0.7	-2.4	2.1	1.3	0.2	0.0
JMJD2C inh	-22	-4	10	-6	5	20	-2	-3
Efflux pump inh	-0.1	-1.5	-0.2	0.0	0.0	0.2	0.0	0.0
proCasp7 act	-2	5	5	0	-1	5	-7	1
proCasp3 act	-4	2	11	-4	-1	-1	-1	1
Fh CTSL1 inh	-4	-6	1	-2	-2	4	5	2
PP1 counter	-22	2	-3	-2	-3	-1	2	1
HCV core dimer	0	10	-5	-5	4	1	0	-13

9. C=CCN=C1SC(C)C(=O)N1S(=O)(=O)c1ccccc1 (stereo not given)
10. Cc1ccc(SCCC(=O)N2CCOCC2)cc1
11. Cc1c(CCC(=O)N[C@@H](CC(C)C)C(=O)O)c(=O)oc2cc3oc4c(c3cc12)CCCC4
12. CCN(CC)CCN1C(=O)C(=O)/C(=C(/O)c2ccc(C)cc2)C1c1cccnc1 (stereo not given)
13. CCn1cc(C(=O)NCCC(C)C)c(=O)c2cc(F)c(N3CCN(C)CC3)cc21
14. Cc1ccc(-c2csc3ncnc(SCC(=O)c4ccc5c(c4)OCCO5)c23)cc1
15. CCC(C)(C)C(=O)Nc1ccc(OC)cc1[N+](=O)[O-]
16. Cc1cc(C(=O)N2CCN(Cc3ccc4c(c3)OCO4)CC2)on1
compound no.	9	10	11	12	13	14	15	16
TPT1 inhibitor	-4	1	-3	2	-2	2	-1	-7
PP5 primary	0.9	1.4	0.2	1.1	2.3	3.7	3.4	1.0
JMJD2C inh	4	-3	-2	-5	3	52	-6	20
Efflux pump inh	0.3	0.0	0.1	0.2	0.0	-0.5	1.1	-0.1
proCasp7 act	14	8	4	-1	6	4	0	12
proCasp3 act	0	7	10	-3	2	-2	0	3
Fh CTSL1 inh	2	-1	6	2	2	2	6	-5
PP1 counter	1	0	-1	-1	1	9	2	1
HCV core dimer	19	2	10	3	5	15	-5	1

One compound at a time, from the list above.
CCn1cc(C(=O)NCCC(C)C)c(=O)c2cc(F)c(N3CCN(C)CC3)cc21 is entered as TPT1 inhibitor: -2; PP5 primary: 2.3; JMJD2C inh: 3; Efflux pump inh: 0.0; proCasp7 act: 6; proCasp3 act: 2; Fh CTSL1 inh: 2; PP1 counter: 1; HCV core dimer: 5
Cc1cc(C(=O)N2CCN(Cc3ccc4c(c3)OCO4)CC2)on1 is entered as TPT1 inhibitor: -7; PP5 primary: 1.0; JMJD2C inh: 20; Efflux pump inh: -0.1; proCasp7 act: 12; proCasp3 act: 3; Fh CTSL1 inh: -5; PP1 counter: 1; HCV core dimer: 1
CCN(CC)CCN1C(=O)C(=O)/C(=C(/O)c2ccc(C)cc2)C1c1cccnc1 (stereo not given) is entered as TPT1 inhibitor: 2; PP5 primary: 1.1; JMJD2C inh: -5; Efflux pump inh: 0.2; proCasp7 act: -1; proCasp3 act: -3; Fh CTSL1 inh: 2; PP1 counter: -1; HCV core dimer: 3

Carrying on.
17. Cc1cc(Cn2nc(-c3ccccc3)cc2C(=O)NCC2CC2)on1
18. N#Cc1cccc(C(=O)Nc2cccc(S(=O)(=O)N3CCCC3)c2)c1
19. COc1ccc(CCNC(=O)c2ccc(Cl)cc2)cc1OC
20. O=C(Nc1ccc(F)c(Cl)c1)c1cncs1
21. COc1ccc(-n2c(=S)[nH]c3cc(C(=O)NCc4ccccc4)ccc3c2=O)c(OC)c1
22. COC(=O)COc1ccc2c(-c3ccc(OC)cc3)cc(=O)oc2c1
23. COc1ccc(NC(=O)CC2C(=O)NCCN2C(=O)c2ccccc2)cc1 (stereo not given)
24. CC12CCC(=O)N1C(C(=O)Nc1ccccc1N1CCCCC1)CS2 (stereo not given)
compound no.	17	18	19	20	21	22	23	24
TPT1 inhibitor	-1	3	-1	-3	-1	-3	4	.
PP5 primary	-1.1	2.8	-0.4	-1.2	3.6	0.6	-0.8	-0.8
JMJD2C inh	-4	1	-2	-2	-6	2	-4	3
Efflux pump inh	-0.1	0.2	-0.2	0.0	0.4	0.1	0.0	0.2
proCasp7 act	4	3	5	7	-5	12	0	6
proCasp3 act	6	1	2	-3	3	3	-12	2
Fh CTSL1 inh	-4	-1	8	-1	5	-2	3	.
PP1 counter	0	0	-4	0	1	-1	-3	1
HCV core dimer	3	1	1	0	0	4	-3	.

25. C[N+](C)(C)CCN1C(=O)CSC1=O
26. CCC(C)c1ccc(NC(=O)c2cccnc2)cc1 (stereo not given)
27. COc1cccc(N2C(=O)N(c3ccccc3Cl)C3CS(=O)(=O)CC32)c1 (stereo not given)
28. CCOc1ccccc1-c1nc(-c2cccc(Br)c2)no1
29. O=C(N/N=C/C(Br)=C/c1ccccc1)c1n[nH]c2c1CCC2
30. CCCCNC(=S)N(C)/N=C/c1ccc2c(c1)OCO2
31. O=C(NC(=O)c1ccccc1)Nc1ccccc1
32. C=CCNS(=O)(=O)c1ccc(N2C(=O)c3ccccc3C2=O)cc1
compound no.	25	26	27	28	29	30	31	32
TPT1 inhibitor	2	-1	0	-1	2	5	-4	-1
PP5 primary	-2.7	-0.3	0.5	-0.2	2.0	4.4	-0.6	0.4
JMJD2C inh	3	-12	-6	-4	2	17	-4	3
Efflux pump inh	0.0	1.3	-0.1	-0.2	0.1	0.3	0.0	0.0
proCasp7 act	-19	7	4	-10	-2	1	7	-4
proCasp3 act	-8	-3	0	-2	-8	-1	3	0
Fh CTSL1 inh	-1	2	17*	0	6	-5	-2	8
PP1 counter	-4	-2	-2	-2	6	5	6	0
HCV core dimer	-6	-3	1	0	69*	1	-5	-2

33. O=C(Nc1ccc(N2CCCCC2)cc1)C(Cl)c1ccccc1 (stereo not given)
34. O=C(COC(=O)c1n[nH]c2ccccc12)NCc1ccccc1
35. FC(F)(F)c1ccccc1CN1CCN(C2CCCCCC2)CC1
36. Cc1nc(C)c(-c2ccc(SCc3ccccc3C)nn2)s1
37. COc1ccc(S(=O)(=O)Nc2ccc(F)cc2)c(C)c1C
38. O=c1nc(-c2ccccc2)n(-c2ccccc2)c2ncccc12
39. O=C(NCc1ccncc1)c1ccc(S(=O)(=O)Nc2ccccc2)cc1
40. CCCCCOC(=O)CSc1nnc(-c2ccccc2)c(=O)[nH]1
compound no.	33	34	35	36	37	38	39	40
TPT1 inhibitor	2	6	-5	1	0	-5	-3	4
PP5 primary	0.8	-1.4	-2.0	2.2	2.0	0.6	1.3	-1.3
JMJD2C inh	-10	-9	-5	-8	0	11	0	1
Efflux pump inh	-0.1	0.1	-0.1	0.0	-0.1	0.1	0.0	-0.1
proCasp7 act	13	-1	1	-2	-11	-4	4	0
proCasp3 act	-2	1	5	-10	-7	-2	7	1
Fh CTSL1 inh	4	-2	1	-2	-1	2	-2	2
PP1 counter	3	-2	0	-2	4	-6	-4	-5
HCV core dimer	12	1	-8	11	2	4	1	-5

41. Cc1ccc(CSc2nc(N)cc(N)n2)cc1
42. Cc1ccccc1N1CCN(CC(=O)NCc2ccc(Cl)cc2)CC1
43. CCC(C)(C)NC(=O)C(c1cccn1C)N(C(=O)Cn1nnc2ccccc21)c1ccc(NC(C)=O)cc1 (stereo not given)
44. Cc1ccc(NC(=S)N/N=C2/CCCCc3ccccc32)cc1
45. Cc1onc(-c2ccccc2)c1C(=O)Nc1cccc2nsnc12
46. COc1ccc(NC(=O)N(C)C[C@H]2Oc3c(NS(=O)(=O)c4cccs4)cccc3C(=O)N([C@@H](C)CO)C[C@@H]2C)cc1
47. COc1nonc1NC(=O)CSc1nc2ccccc2[nH]1
48. O=C(CN1CCOCC1)Nc1cccc(Cl)c1Cl
compound no.	41	42	43	44	45	46	47	48
TPT1 inhibitor	-1	2	-4	-2	-3	.	1	3
PP5 primary	-1.1	1.8	1.4	1.8	-0.1	.	0.4	-2.4
JMJD2C inh	-24	-14	6	1	3	43	7	2
Efflux pump inh	0.0	0.0	0.2	-0.1	0.0	0.1	-0.1	0.0
proCasp7 act	0	-10	1	-12	12	2	8	4
proCasp3 act	13	0	3	-7	1	2	1	8
Fh CTSL1 inh	3	0	-1	2	-2	.	0	0
PP1 counter	3	5	-5	3	-4	.	-2	1
HCV core dimer	4	5	-2	8	38	.	0	1

49. COc1ccc(OC)c(NC(=O)COc2coc(CN3CCCc4ccccc43)cc2=O)c1
50. NC(=O)c1ccc2nc(-c3ccccc3)c(-c3ccccc3)nc2c1
51. COC(c1ccccc1)c1nnc(CCC(=O)N(C)C(C2CC2)C2CC2)o1 (stereo not given)
52. Cc1ccc(N=Cc2ccc(O)cc2O)cc1F
53. CCN1CCN(c2cc(=O)n(-c3cc(Cl)ccc3C)c(=O)[nH]2)CC1
54. COc1cccc(-c2nnc(SCC(=O)NC3CCS(=O)(=O)C3)n2C)c1 (stereo not given)
55. CCc1cc2c(=O)n(CC(=O)NC3CCCCC3)cnc2s1
56. NC(=O)C1CCCN(C(=S)Nc2ccccc2)C1 (stereo not given)
compound no.	49	50	51	52	53	54	55	56
TPT1 inhibitor	7	0	-6	-4	-4	.	2	-3
PP5 primary	-2.8	0.9	3.3	0.5	-0.2	1.1	1.9	5.8
JMJD2C inh	-2	3	16	.	-2	5	11	2
Efflux pump inh	0.0	0.0	0.0	0.1	-0.4	0.5	0.5	-0.1
proCasp7 act	3	15	2	0	7	-13	6	5
proCasp3 act	-2	7	4	-9	1	-6	0	4
Fh CTSL1 inh	2	-2	0	2	-5	.	3	-3
PP1 counter	-2	0	-4	2	-6	0	-1	6
HCV core dimer	7	2	9	1	-3	.	-3	-15

57. COc1ccc([N+](=O)[O-])cc1NC(=O)C(C)N1CCCC1 (stereo not given)
58. Cc1ccccc1NC(=O)COc1ccc2oc(=O)cc(C)c2c1
59. O=c1[nH]c(SCc2cccc(F)c2)nc2ccccc12
60. CCc1ccc(OCC(=O)Nc2ncn[nH]2)cc1
compound no.	57	58	59	60
TPT1 inhibitor	-1	0	-3	-2
PP5 primary	-0.6	1.2	4.8	-1.6
JMJD2C inh	-1	7	6	17
Efflux pump inh	0.0	-0.1	0.2	0.0
proCasp7 act	3	3	4	2
proCasp3 act	4	4	3	5
Fh CTSL1 inh	0	0	0	-2
PP1 counter	4	-4	0	3
HCV core dimer	-4	8	14	-2
